Bioassay records: PubChem BioAssay, The Scripps Research Institute Molecular Screening Center
luminol inh ctr: counter-screen for Nox1 inhibitors: inhibitors of luminol chemiluminescence; actives 0.4% (n = 16,000); AID 1823, 2009; inhibition, % at 6.7 µM; HRP/luminol/H2O2 chemiluminescence counterscreen; further: reference of the scale not given here
PME-1 Maybridge: inhibitors of human PME-1 in Maybridge library. Protein phosphatase methylesterase 1 (Homo sapiens), Q9Y570. recombinant PME-1, FP-Rh probe fluorescence polarization. inhibition, % at 9 µM. actives 0.5% (n = 16,000). AID 2291, 2010; in the data active means inhibition above about 30%
Target sequence (Q9Y570 whole entry, looked up): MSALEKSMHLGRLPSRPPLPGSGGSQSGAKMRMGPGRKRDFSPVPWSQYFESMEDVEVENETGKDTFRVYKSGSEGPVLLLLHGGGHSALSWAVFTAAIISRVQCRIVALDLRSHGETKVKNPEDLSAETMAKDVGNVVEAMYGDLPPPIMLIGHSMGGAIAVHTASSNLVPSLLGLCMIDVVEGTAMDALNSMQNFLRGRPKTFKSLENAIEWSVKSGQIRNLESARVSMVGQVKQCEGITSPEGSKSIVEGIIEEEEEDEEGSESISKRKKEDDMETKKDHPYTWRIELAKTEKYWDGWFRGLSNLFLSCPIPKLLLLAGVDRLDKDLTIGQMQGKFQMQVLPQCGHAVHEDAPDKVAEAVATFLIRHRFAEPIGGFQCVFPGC
S1P1 agonist: activates the human S1P1 receptor; actives 1.5% (n = 16,000); Sphingosine 1-phosphate receptor 1 (Homo sapiens), P21453; AID 1044, 2008; S1P1 agonist cell-based reporter assay; activation, % at 4.5 µM; in the data active means activation above about 80%
Target sequence (P21453 whole entry, looked up): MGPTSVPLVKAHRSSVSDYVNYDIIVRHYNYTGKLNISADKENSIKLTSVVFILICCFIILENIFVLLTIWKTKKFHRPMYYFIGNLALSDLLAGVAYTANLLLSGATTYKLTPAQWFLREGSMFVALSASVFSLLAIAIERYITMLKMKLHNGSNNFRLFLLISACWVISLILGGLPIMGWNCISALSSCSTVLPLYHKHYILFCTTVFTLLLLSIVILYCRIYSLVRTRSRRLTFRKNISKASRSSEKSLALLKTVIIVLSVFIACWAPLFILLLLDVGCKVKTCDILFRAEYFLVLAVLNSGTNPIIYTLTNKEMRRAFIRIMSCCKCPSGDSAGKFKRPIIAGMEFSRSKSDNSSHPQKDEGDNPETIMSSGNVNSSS
OPRK1 antag MB: antagonists of human kappa opioid receptor OPRK1, Maybridge library | OPRK1 cells, antagonist mode, fluorescence readout | actives 0.4% (n = 16,000) | inhibition, % at 9 µM | AID 652031, 2013 | Kappa-type opioid receptor (Homo sapiens), P41145; in the data active means inhibition above about 50%
Nox1 inhibitor: inhibitors of human NADPH oxidase 1 (Nox1) | inhibition, % at 6.7 µM | AID 1792, 2009 | Q9Y5S8 | actives 0.81% (n = 16,000) | HT29 cells, luminol chemiluminescence ROS
NOTCH ag: agonists of NOTCH signaling; activation, % at 2.5 µM; AID 434982, 2010; NOTCH signaling luciferase reporter cells, luminescence; actives 0.4% (n = 15,000); in the data active means activation above about 2.2%
TLR4 MyD88 blk: inhibitors of human TLR4-MyD88 binding | Toll-like receptor 4 (Homo sapiens), O00206 | Cell-based TLR4-MyD88 binding inhibition assay | inhibition, % at 10 µM | actives 0.06% (n = 16,000); in the data active means inhibition above about 45%
rat GALR2 agon: agonists of rat galanin receptor 2 (GALR2). cell-based GALR2 agonist screen. activation, % at 10 µM. actives 0.5% (n = 16,000); in the data active means activation above about 15%
* = called active by the depositor; . = no result given. Unless noted, no stated cut-off is given here; in the data, active means inhibition above about 75%; inactive means the rest. Not all compounds are listed (hit frequency here may not be typical).

Compound,luminol inh ctr,PME-1 Maybridge,S1P1 agonist,OPRK1 antag MB,Nox1 inhibitor,NOTCH ag,TLR4 MyD88 blk,rat GALR2 agon
CN(C)c1ccc(NC(=O)Nc2ccc(OCc3ccccc3)cc2)cc1,-4,2,7,14,107*,-0.2,-4,-7
COCCOC(=O)c1nccnc1C(=O)Nc1ccc2c(c1)OCO2,-6,7,-14,-11,-8,0.8,3,-3
Cc1onc(-c2c(Cl)cccc2Cl)c1C(=O)ONC(=O)C(C)(C)C,2,-2,-16,10,-14,-0.8,-10,-7
COc1ccc2nnc(-c3ccccc3)n2n1,3,-1,-2,-18,-38,-0.3,-2,-1
O=c1c(C=Nc2ccccc2)c(Nc2ccccc2)[nH]n1-c1ccccc1,-16,84*,6,32,1,0.0,1,-11
CCOC(=O)/C(C#N)=C/c1ccccc1,-4,7,-2,18,-25,-0.2,-7,-5
S=c1[nH]nc2nc(-c3ccccc3)c(-c3ccccc3)nn12,9,17,-19,-3,0,-0.6,9,-3
CCN(CC)c1ccc(N=C2C=CC(=O)c3ccccc32)c(C)c1,-49,10,23,-6,99*,-1.0,2,0
FC(F)(F)c1ccc(-c2noc(-c3csnn3)n2)cc1,-8,3,54,-2,7,-1.1,-2,-2
N#CCC(=O)N/N=C/c1ccc(-c2cc(C(F)(F)F)cc(C(F)(F)F)c2)o1,-6,7,-23,3,-11,0.5,3,-8
COc1cc(CCC(C)NC(=O)c2ccco2)ccc1OC(=O)c1ccco1 (centres undefined),4,-1,0,5,22,-0.2,8,-1
O=C(O)c1csc(COc2cc(Cl)cc(Cl)c2)n1,-2,1,-8,12,15,0.7,-4,-7
O=C(O)CSc1nnc2nnc3ccccc3n12,2,2,4,12,-5,-0.1,1,-7
C/C(=N\OC(=O)c1ccc(Cl)cc1)c1cc(-c2ccccc2)no1,3,-4,-12,-3,-29,-0.4,3,-8
COc1ccc(OCC(O)CNC(=O)c2scc(S(=O)(=O)c3ccc(Cl)cc3)c2C)cc1 (centres undefined),2,4,10,-14,-2,-0.5,-5,-7
O=C1C=CC(=O)N1C1CCCCCCCCCCC1,-2,-3,0,10,2,-0.8,4,-7
NNC(=O)CS(=O)(=O)c1ccc(C(F)(F)F)cn1,5,-3,7,6,-59,-0.9,3,0
COc1ccc(C(=O)/C(C#N)=C/c2cccs2)cc1,-1,-1,-10,10,16,0.3,-3,-7
Cc1c(-c2ccccc2)nnn1-c1ccc(F)c(Cl)c1,-3,6,-10,-5,6,-0.6,-7,-11
CCOC(=O)C1C(=O)C=C(c2cccs2)CC1c1ccc(OC)c(OC)c1Cl (centres undefined),4,0,5,-13,-37,-0.7,-2,-7

An excerpt from above in order of molecular weight, largest number first.
Compound,luminol inh ctr,PME-1 Maybridge,S1P1 agonist,OPRK1 antag MB,Nox1 inhibitor,NOTCH ag,TLR4 MyD88 blk,rat GALR2 agon
CCOC(=O)C1C(=O)C=C(c2cccs2)CC1c1ccc(OC)c(OC)c1Cl (centres undefined),4,0,5,-13,-37,-0.7,-2,-7
C/C(=N\OC(=O)c1ccc(Cl)cc1)c1cc(-c2ccccc2)no1,3,-4,-12,-3,-29,-0.4,3,-8
NNC(=O)CS(=O)(=O)c1ccc(C(F)(F)F)cn1,5,-3,7,6,-59,-0.9,3,0

Next part
Compound,luminol inh ctr,PME-1 Maybridge,S1P1 agonist,OPRK1 antag MB,Nox1 inhibitor,NOTCH ag,TLR4 MyD88 blk,rat GALR2 agon
COC(=O)c1c(C)nn(C(C)=O)c1COc1ccccc1,-1,1,1,-19,-52,-0.9,-5,-4
Cc1cc2c(cc1C)CN(c1ccccc1)C2,-3,-13,-11,2,2,-0.6,-4,-1
O=C(CSc1nc2ccccc2o1)NC1Cc2ccccc2C1,-7,11,12,-17,14,-0.1,0,-10
O=C1C=CC(=O)N1c1ccc(S(=O)(=O)Nc2ccc(C(F)(F)F)cc2)cc1,-2,-36,1,5,-2,0.3,9,-3
Cc1cc(Cl)ccc1NNC(N)=S,9,-1,5,13,6,-0.4,-4,-4
CCOC(=O)NC(=O)c1cn(CCc2ccncc2)c(=O)[nH]c1=O,-4,6,-4,-1,-2,-0.4,-17,-5
N#Cc1cn(Cc2ccco2)c(=O)[nH]c1=O,3,-3,-13,-2,31,-0.4,-10,-6
O=S(=O)(Nc1cccnc1)c1cc(Cl)sc1Cl,5,-3,7,4,-20,0.5,-3,-6
O=C(O)c1cc(-c2ccco2)nc2cc3ccccc3cc12,-4,-4,-1,13,-1,-0.2,3,-2
FC(F)(F)c1cc(N2CCCCC2)c2cccc(Cl)c2n1,3,-5,0,-4,-32,0.1,2,-8
O=C(NCCSCc1c(F)cccc1Cl)c1ccc2nccnc2c1,-8,5,7,-23,19,0.2,-6,-4
O=S(=O)(Nc1ccc2[nH]ccc2c1)c1cccs1,-32,3,-19,20,-27,-0.4,15,-7
COc1ccccc1C1CCN(S(=O)(=O)c2ccc(-c3csc(C)n3)s2)CC1,-1,-5,23,-8,-34,-5.9,6,-6
O/N=C/C1=C(Cl)c2cc(Cl)ccc2OC1,2,-3,6,-9,-20,-0.5,-1,-3
CC(=O)N/C(=C\c1sc2ccccc2c1C)C(=O)O,2,-1,-2,-4,-44,-1.2,6,-6
O=C1C2C3c4ccccc4C(c4ccccc43)C2C(=O)N1Cc1ccccc1 (centres undefined),0,2,13,-8,-45,-0.3,15,-2
CCCCNC(=O)Nc1cc(C(C)(C)C)nn1C,4,-2,2,27,-65,0.1,2,-7
Cn1c(C(=O)O)ccc1S(=O)(=O)N1CCN(CCO)CC1,-1,0,4,14,-3,0.4,9,-6
CN(C)C=NC(=S)c1sccc1COc1ccc(Cl)cc1,3,5,8,-12,-68,-0.1,0,-10
Fc1ccc(C2CN3C(=N2)C=Cc2ccccc23)cc1 (centres undefined),11,-3,-5,-5,-59,-0.5,-9,-3

Seven entries drawn at random from the list so far, as already listed:
Compound,luminol inh ctr,PME-1 Maybridge,S1P1 agonist,OPRK1 antag MB,Nox1 inhibitor,NOTCH ag,TLR4 MyD88 blk,rat GALR2 agon
Cn1c(C(=O)O)ccc1S(=O)(=O)N1CCN(CCO)CC1,-1,0,4,14,-3,0.4,9,-6
O=C1C2C3c4ccccc4C(c4ccccc43)C2C(=O)N1Cc1ccccc1 (centres undefined),0,2,13,-8,-45,-0.3,15,-2
O=S(=O)(Nc1ccc2[nH]ccc2c1)c1cccs1,-32,3,-19,20,-27,-0.4,15,-7
COc1ccccc1C1CCN(S(=O)(=O)c2ccc(-c3csc(C)n3)s2)CC1,-1,-5,23,-8,-34,-5.9,6,-6
CC(=O)N/C(=C\c1sc2ccccc2c1C)C(=O)O,2,-1,-2,-4,-44,-1.2,6,-6
O=C(NCCSCc1c(F)cccc1Cl)c1ccc2nccnc2c1,-8,5,7,-23,19,0.2,-6,-4
CCCCNC(=O)Nc1cc(C(C)(C)C)nn1C,4,-2,2,27,-65,0.1,2,-7

More entries
Compound,luminol inh ctr,PME-1 Maybridge,S1P1 agonist,OPRK1 antag MB,Nox1 inhibitor,NOTCH ag,TLR4 MyD88 blk,rat GALR2 agon
O=C(O)CC1S/C(=N\N=C\c2ccccc2Cl)NC1=O (centres undefined),0,-1,-13,31,7,0.0,4,-4
COc1ccccc1N1CCN(CCCCNS(=O)(=O)c2ccc(Cl)c(Cl)c2)CC1,-3,0,-10,22,-26,-0.8,-2,-4
COc1ccc(NC(=S)NNC(=O)c2nc3ccccc3c(=O)[nH]2)cc1,-2,1,-12,-3,50,.,5,-7
O=C(CSCCS(=O)(=O)c1ccc(Cl)cc1)NCc1ccccc1,1,0,-2,-14,-72,-0.4,0,-6
NS(=O)(=O)c1ccc(F)cc1Cl,0,2,0,17,-9,-0.7,-2,-5
COc1ccc([N+](=O)[O-])c(OC)c1C(=O)Oc1ccccc1C(C)=O,2,1,4,-25,-53,-0.7,0,-6
COC(=O)/C(=C\Nc1ccc(Oc2cncc(Cl)c2)nc1)NC(=O)c1ccccc1,4,3,12,7,6,2.1,5,-5
CN1CCN(c2ccc(CNS(=O)(=O)Cc3cccc(C(F)(F)F)c3)cc2)CC1,1,2,49,-38,4,-1.7,-2,-7
O=C(Nc1cccnc1)c1ccc(Cl)cc1,-2,-1,-18,8,-18,0.7,-7,-5
Cc1c(C(=O)Sc2ccc(F)cc2F)sc2nc(C(F)(F)F)nn12,0,0,-10,-11,-23,-0.1,7,-7
O=c1[nH]nc(SCCS(=O)(=O)c2ccc(F)cc2)n1-c1ccccc1,-3,-2,-1,8,-6,-1.0,-7,-5
O=C1N/C(=N\c2ccccn2)SC1Cc1ccccc1 (centres undefined),-4,5,-12,-3,2,-3.7,-6,4
O=C1CCC([N+](=O)[O-])C(c2ccc(Cl)cc2)N1 (centres undefined),3,-1,-2,-13,-18,-5.3,1,-4
O=C(CSc1ccccc1[N+](=O)[O-])NNC(=S)Nc1cccc(C(F)(F)F)c1,3,13,-14,-15,-50,-0.3,6,-3
Cn1cnc(S(=O)(=O)NCc2c(Cl)cccc2Oc2ccccc2)c1,-5,3,-5,14,-8,-0.5,3,-9
CSc1cc(-c2nccs2)nn1C(C)=O,-4,3,9,-8,0,0.3,-4,-6
CC(C#N)(Nc1ccccc1)c1ccncc1 (centres undefined),-9,5,-10,-44,-2,-0.7,-3,-6
CCOC(=O)C(NCCOC)(NC(=O)c1ccccc1Cl)C(F)(F)F (centres undefined),2,-4,-24,-6,14,-0.1,-12,-6
CCOC(=O)c1c(C)csc1NS(=O)(=O)c1ccc(C)cc1,11,4,-10,26,-126,0.1,-4,0
CCCS(=O)(=O)C1=C(N)OC(c2ccccc2)=C(C#N)C1c1ccc(Cl)cc1 (centres undefined),-4,6,6,-17,5,-0.9,3,-4
COC(=O)c1c(C)oc(C)c1S(=O)(=O)NCCSCc1c(F)cccc1Cl,-7,13,32,-7,2,0.3,-11,-5
COc1ccc(S(=O)(=O)n2nccc2-c2ccc(-c3cccs3)s2)cc1OC,1,-5,-16,10,-20,-0.8,2,-6
COc1ccc(OC(=O)Nc2csc(Cc3ccsc3)n2)cc1,2,-3,43,22,18,-0.3,-1,-6
Cc1ccc2cc(F)ccc2c1,0,6,-91,-6,-2,1.0,9,-4
CC(=O)c1sc(SCc2ccc(Cl)cc2)c2c1CC(C)(C)CC2=O,5,-2,5,11,-36,-0.6,-7,-5
CCOC(=O)CSC(=S)Nc1ccccc1OC,-54,-5,8,8,-20,0.0,-7,-6
COc1ccc(C(=O)/C=C/OC(=O)c2cc(C(F)(F)F)cc(C(F)(F)F)c2)cc1,3,0,-1,1,-15,-0.5,-1,-4
O=C1CNC(=S)N1CCc1cnc[nH]1,11,5,-5,-3,-15,0.4,-10,-4
N#C/C(=C\c1ccc[nH]1)C(=O)NCc1ccncc1,-5,1,-3,12,-4,1.9,-15,-5
